# Cardiac RTF inh: cardiac RTF calcium desensitization; IANBD-labeled cardiac RTF, Ca2+ fluorescence; inhibition, % at 7.15 µM; 0.12% of 340,000 active;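 active = inhibition above the mean inhibition of all tested compounds plus 3 SD, cut at about 17% in these data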;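 note: assay run at fixed EC70 calcium of 1.6 mM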
# Mot1-301 SUMO: SUMOylation pathway inhibition by Mot1-301 growth rescue | S. cerevisiae Mot1-301 growth rescue, ATP luminescence, 38.5C; percent above DMSO median, 100 means doubled | 1% of 320,000 active | growth rescue, % at 18.8 µM;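 active = every valid replicate shows activation above 250% relative to neutral control wells; inactive = the rest, any valid replicate at or below 250%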;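 note: OY570 slx delta 5 strain wells were the positive control but not used for scaling; some compounds called inactive have numbers as strong as hits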
# Rtt109 Vps75: blocks Candida albicans Rtt109/Vps75 acetyltransferase activity; AID 540336; purified Rtt109/Vps75, ThioGlo CoA-SH fluorescence, 4 h; inhibition, % at 34.9 µM; Q5AAJ8; 0.16% of 330,000 active;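 active = inhibition of at least 50% in every replicate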
# Keap1 Nrf2 FP: Keap1-Nrf2 (human) interaction inhibition. Q14145. Keap1 Kelch-Nrf2 peptide fluorescence polarization, 1536-well. inhibition, % at 9.4 µM. 0.15% of 340,000 active. AID 504523; in the data active = inhibition above about 12%;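 note: human Keap1 Kelch domain with fluorescein labeled Nrf2 9mer peptide probe; 0% = neutral control wells and 100% = peptide positive control; higher means more block of Keap1 binding to Nrf2 peptide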
# PfHsp90 yeast 2: reduces growth (ATP signal) of yeast expressing P. falciparum Hsp90; S. cerevisiae expressing PfHsp90, BacTiter-Glo ATP, 48 h; yeast lacking PDR1 and PDR3 efflux regulators; inhibition, % at 9.4 µM; 0.32% of 310,000 active;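 active = every replicate shows inhibition above about 80%, whatever the replicate mean, limit read from the data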;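 note: 0% = DMSO neutral controls and 100% = 20 µM radicicol positive controls; yeast relying on Plasmodium falciparum Hsp90 in place of its own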
# RTF Ca sens act: cardiac RTF calcium sensitization; IANBD-labeled TnC RTF fluorescence at EC20 calcium; 0% EC20 calcium, 100% full calcium; activation, % at 7.2 µM; 0.24% of 340,000 active;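 active = activation above the mean over all tested compounds plus 3 SD, cut at about 30% in these data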;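 note: rise in fluorescence read as greater calcium sensitivity of cardiac thin filaments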
# dFosB activator: mouse delta FosB homodimer activation. P13346. purified delta FosB, TAMRA-CDK5 oligo fluorescence polarization; percent of positive-control signal above neutral wells. activation, % at 25 µM. 0.99% of 340,000 active;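 active = mean activation above about 17%, with every replicate also reaching it, limit read from the data, passing the limit was not always enough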;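 note: fluorescence polarization rise as delta FosB binds a TAMRA Cdk5 AP-1 oligo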
# PvdQ inh: blocks Pseudomonas aeruginosa PvdQ acylase activity; inhibition, % at 10 µM; purified PvdQ acylase, fluorescence plate reader; 0.063% of 340,000 active; AID 488965; in the data active = inhibition above about 30%, passing the limit was not always enough;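 note: 0% = vehicle neutral wells and 100% = reference inhibitor wells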
# CDK5 p35 inh: inhibitors of human CDK5/p35 kinase. inhibition, % at 10 µM. 0.01% of 330,000 active. Q00535+Q15078. Recombinant CDK5/p35, ADP-Glo luminescence, 60 min;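 active = highest replicate inhibition of at least 50% and at least 75% of replicates reaching 50%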;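 note: plate controls were DMSO neutral control for no effect and GW8510 at 10 µM for full effect; many of its hits are not listed in these tables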
# C-LANA FP: inhibitors of KSHV LANA C-terminal domain DNA binding. inhibition, % at 9 µM. 0.078% of 340,000 active. AID 504423. MBP-C-LANA/FAM-LBS DNA binding, fluorescence polarization;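 active = highest replicate inhibition at or above 60% at 9 µM, even if other replicates fall short; inactive = all replicates below 60% inhibition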;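 note: 0% = neutral control wells and 100% = 4 µM acridine orange control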
# NSD2 HMT inh: NSD2 (human) methyltransferase inhibition; O96028; NSD2 peptide methylation, AlphaScreen, 120 min; inhibition, % at 12.5 µM; 0.54% of 310,000 active; AID 743445; in the data active = inhibition above about 50%
# Target sequence (O96028 whole entry, looked up): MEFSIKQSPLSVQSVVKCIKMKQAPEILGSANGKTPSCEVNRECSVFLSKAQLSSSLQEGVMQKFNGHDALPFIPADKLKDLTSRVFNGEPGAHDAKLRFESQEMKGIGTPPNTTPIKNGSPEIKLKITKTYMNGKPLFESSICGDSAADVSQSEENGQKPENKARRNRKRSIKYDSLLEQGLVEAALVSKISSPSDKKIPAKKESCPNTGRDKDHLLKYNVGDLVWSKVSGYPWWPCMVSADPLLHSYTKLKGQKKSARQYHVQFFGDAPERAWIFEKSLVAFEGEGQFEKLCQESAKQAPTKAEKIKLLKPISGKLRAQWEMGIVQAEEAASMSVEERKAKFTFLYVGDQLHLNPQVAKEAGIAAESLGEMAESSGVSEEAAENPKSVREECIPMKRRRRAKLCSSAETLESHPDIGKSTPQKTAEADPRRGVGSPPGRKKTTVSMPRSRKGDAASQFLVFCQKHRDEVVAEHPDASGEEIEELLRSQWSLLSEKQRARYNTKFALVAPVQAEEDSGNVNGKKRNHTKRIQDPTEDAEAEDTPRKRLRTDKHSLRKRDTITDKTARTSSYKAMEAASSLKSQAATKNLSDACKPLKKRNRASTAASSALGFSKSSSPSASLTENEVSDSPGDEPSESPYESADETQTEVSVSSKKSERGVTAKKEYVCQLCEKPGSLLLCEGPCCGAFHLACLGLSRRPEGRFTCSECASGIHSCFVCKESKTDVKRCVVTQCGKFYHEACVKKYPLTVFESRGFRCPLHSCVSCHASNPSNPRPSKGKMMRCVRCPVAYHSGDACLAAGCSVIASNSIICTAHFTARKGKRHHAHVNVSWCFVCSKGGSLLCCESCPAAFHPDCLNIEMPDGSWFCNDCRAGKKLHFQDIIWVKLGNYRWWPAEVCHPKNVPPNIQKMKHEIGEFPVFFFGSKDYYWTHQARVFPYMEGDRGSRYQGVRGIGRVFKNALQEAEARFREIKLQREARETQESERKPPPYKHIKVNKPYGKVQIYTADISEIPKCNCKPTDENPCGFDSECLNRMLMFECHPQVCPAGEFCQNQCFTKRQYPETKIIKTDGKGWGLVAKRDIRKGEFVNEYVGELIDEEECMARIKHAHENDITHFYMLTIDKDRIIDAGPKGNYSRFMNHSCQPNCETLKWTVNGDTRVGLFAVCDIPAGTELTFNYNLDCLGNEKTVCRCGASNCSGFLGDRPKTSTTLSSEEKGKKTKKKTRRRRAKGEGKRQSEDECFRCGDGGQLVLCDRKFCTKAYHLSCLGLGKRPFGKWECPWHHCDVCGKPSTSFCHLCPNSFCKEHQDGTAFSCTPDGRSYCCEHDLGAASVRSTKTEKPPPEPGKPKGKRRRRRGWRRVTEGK
# The depositor's hits bear a star; . = not tested or not shown. Rows are unselected. About 3.2% of those tested had a hit in this group.
No.	SMILES	Keap1 Nrf2 FP	dFosB activator	Mot1-301 SUMO	RTF Ca sens act	Cardiac RTF inh	PvdQ inh
1	Fc1ccc(NCc2cccnc2)cc1	0.6	-5.9	-9.3	0.1	12.0	-7.8
2	C/C(=N\NC(=O)C1CC1)c1ccc(Cl)cc1	-5.8	-1.7	-8.7	1.0	-12.6	1.2
3	O=C1CC(=C(c2ccccc2)c2ccccc2)C(=O)N1CCCCN1CCN(c2cccc(Cl)c2)CC1	-0.9	-1.2	87.6	4.0	3.9	1.6
4	COC(=O)C1=C(C)NC(=S)NC1c1ccc(OCC(=O)N2CCCCC2)c(OC)c1 (centres undefined)	-1.3	-0.5	-11.1	0.2	-6.7	-7.9
5	Cc1cc(C)n(CCc2nc(-c3ccc(-c4ccccc4)cc3)cs2)n1	3.2	-7.1	1.0	2.3	-10.8	-4.1
6	CC(=O)Nc1ccn(-c2ccccc2)n1	0.0	-8.4	-0.4	0.4	-1.3	-10.1
7	CCOc1ccc(NC(=S)N(Cc2ccc(N(C)C)cc2)Cc2ccco2)cc1	-4.5	-9.0	10.9	2.9	-3.1	15.7
8	O=C(NNC1CC(=O)N(c2ccc(Br)cc2)C1=O)c1cccs1 (centres undefined)	-0.9	7.1	-3.6	-4.7	-2.3	7.6

No.	PfHsp90 yeast 2	CDK5 p35 inh	C-LANA FP	NSD2 HMT inh	Rtt109 Vps75
1	.	0.3	0.2	1.5	1.7
2	-4.0	-2.6	-0.2	-1.5	0.1
3	2.1	1.3	0.4	1.2	9.5
4	-1.6	0.6	0.3	-1.9	0.5
5	-6.3	0.9	-0.2	-1.9	-1.4
6	15.2	-0.6	-1.6	0.7	14.5
7	-2.7	-1.2	1.5	5.6	-0.5
8	14.5	0.5	-8.9	.	-4.8

# (more compounds)
No.	SMILES	Keap1 Nrf2 FP	dFosB activator	Mot1-301 SUMO	RTF Ca sens act	Cardiac RTF inh	PvdQ inh
9	COc1ccc(NC(=O)Nc2nnc(-c3ccncc3)s2)cc1	-3.2	-5.4	10.0	0.6	-1.5	7.4
10	CN(C)S(=O)(=O)c1ccc(C(=O)NCc2ccc3[nH]c4c(c3c2)CCCC4)cc1	-3.4	-5.1	200.1	-1.7	-6.0	-7.0
11	O=C(O)c1cccc(Nc2ccc([N+](=O)[O-])c3nonc23)c1	-7.7	-5.0	-19.0	-8.2	-2.1	-4.1
12	CC(C)CC(=O)NC(=S)N1CCCCCC1	1.5	5.5	17.2	-0.3	-0.8	0.8
13	COc1cccc(OC)c1C(=O)n1nc(C)cc1C	-3.8	0.7	94.4	10.2	-16.0	-11.8
14	CCc1ccc(OC(C)C(=O)N(Cc2ccco2)C2CCS(=O)(=O)C2)cc1 (centres undefined)	-4.7	-4.6	-0.4	6.8	-5.8	-15.2
15	CCCCOC(=O)C1=C(C)NC2(O)c3ccccc3C(=O)C12O (centres undefined)	-2.6	-0.6	-2.3	-0.3	-3.5	-4.5
16	CCOC(=O)C(Cc1ccccc1)NC(=O)Cn1nnc(-c2ccc(SC)cc2)n1 (centres undefined)	0.4	0.9	.	1.0	9.8	2.8

No.	PfHsp90 yeast 2	CDK5 p35 inh	C-LANA FP	NSD2 HMT inh	Rtt109 Vps75
9	7.0	1.5	1.3	-1.9	4.0
10	-9.1	-1.4	-2.0	.	-2.8
11	7.2	1.3	-2.7	7.2	2.2
12	-7.1	0.0	0.6	-4.5	6.2
13	.	-2.6	4.2	-0.5	1.3
14	-13.8	0.6	1.5	.	-11.7
15	-2.0	-0.8	-0.5	10.3	0.9
16	.	0.2	0.2	15.7	-1.2

# 4 compounds out of the list above, ordered by the number in PfHsp90 yeast 2, descending:
item	Structure	PfHsp90 yeast 2
11	O=C(O)c1cccc(Nc2ccc([N+](=O)[O-])c3nonc23)c1	7.2
9	COc1ccc(NC(=O)Nc2nnc(-c3ccncc3)s2)cc1	7.0
15	CCCCOC(=O)C1=C(C)NC2(O)c3ccccc3C(=O)C12O (centres undefined)	-2.0
10	CN(C)S(=O)(=O)c1ccc(C(=O)NCc2ccc3[nH]c4c(c3c2)CCCC4)cc1	-9.1

# (continued)
No.	SMILES	Keap1 Nrf2 FP	dFosB activator	Mot1-301 SUMO	RTF Ca sens act	Cardiac RTF inh	PvdQ inh
17	C=CC1C(OC2OC(CO)C(O)C(O)C2O)OC=C(C(=O)OC)C1CC1CC(=O)CC(CC(=O)CCc2ccc(O)cc2)O1 (centres undefined)	-4.1	-8.8	8.2	-0.1	-4.9	-10.7
18	COC(=O)C1CCC(C)(C(=O)Nc2ccccc2)C1(C)C (centres undefined)	2.5	1.4	8.0	5.9	-10.4	-2.0
19	CC(=O)NCC1CCN(C(=O)C2CCC(=O)N(CCc3cccc(F)c3)C2)CC1 (centres undefined)	-2.2	-3.1	234.1	-4.7	-4.7	-19.2
20	CCN(CC)c1ccc(NC2=C(Cl)C(=O)c3ccccc3C2=O)cc1	-3.3	-1.5	-7.7	2.4	2.4	1.6
21	Oc1ccc(-c2nc3c4c(ncn3n2)-c2ccccc2CC42CCCC2)cc1	-4.9	4.0	-7.3	-7.3	-1.1	-0.6
22	CC(C)C[C@H](NC(=O)c1nc[nH]c1C(=O)NC1CCN(C(=O)OC(C)(C)C)CC1)C(=O)OC(C)(C)C	0.6	3.5	-14.5	-17.3	-25.7	-10.4
23	COc1ccccc1Nc1cc(C(=O)NC2CCCC2)c2ccccc2n1	0.3	9.8	191.8	-8.2	-6.5	0.9
24	CCCCn1nnnc1SCC(=O)Nc1ccc(F)cc1	-7.9	-2.1	-6.0	0.4	-2.6	4.8

No.	PfHsp90 yeast 2	CDK5 p35 inh	C-LANA FP	NSD2 HMT inh	Rtt109 Vps75
17	-5.5	-0.8	2.1	.	12.7
18	.	-0.4	-1.2	1.7	-3.9
19	-9.0	0.5	0.7	-0.7	-4.2
20	-37.7	1.7	1.9	13.8	9.0
21	6.4	-3.0	-1.0	-1.8	1.7
22	2.6	2.0	1.9	.	-1.7
23	-4.3	0.1	0.2	-1.9	-3.4
24	15.1	2.2	1.5	-4.3	5.5

# The list continues.
No.	SMILES	Keap1 Nrf2 FP	dFosB activator	Mot1-301 SUMO	RTF Ca sens act	Cardiac RTF inh	PvdQ inh
25	O=C(CC(=O)NCCc1ccccc1)NCCc1ccccc1	0.3	0.7	0.8	-0.7	-3.2	-18.0
26	Cc1oc2c(Cl)c(Cl)c(O)c(CN(C)C)c2c1C(=O)c1ccc(Cl)cc1	4.8	-10.7	-8.8	3.8	-12.9	-9.2
27	O=C(CC1(O)C(=O)N(Cc2ccccc2)c2ccccc21)c1ccc2c(c1)OCO2 (centres undefined)	0.6	1.9	11.5	-0.2	0.6	-0.6
28	CCOC(=O)c1ccc(NS(=O)(=O)c2ccc3c(c2)CCCN3C(C)=O)cc1	-1.8	-9.8	20.1	-1.0	-4.5	4.4
29	O=S(=O)(Nc1ccncc1)c1ccc(Cl)c(Cl)c1	4.0	1.4	82.5	-1.5	-5.1	-5.7
30	Cn1nc(CC(=O)NCc2cccc3ccccc23)c2ccccc2c1=O	-4.1	-1.4	13.5	-0.6	-1.9	3.4
31	COc1ccc(NC(=O)Nc2cccc(C)n2)c(OC)c1	1.7	-0.5	11.7	1.0	-2.8	17.6
32	CCCc1cc(=O)n2[nH]c(NCc3c(F)cccc3Cl)nc2n1	-0.3	-10.2	75.5	3.2	2.9	4.1

No.	PfHsp90 yeast 2	CDK5 p35 inh	C-LANA FP	NSD2 HMT inh	Rtt109 Vps75
25	-4.0	1.5	1.0	123.7*	0.7
26	-5.2	-0.3	-0.4	5.9	-0.4
27	12.2	1.5	1.0	5.7	-1.5
28	-2.2	0.7	-0.8	-2.7	2.3
29	11.7	-0.4	-0.1	8.8	-2.5
30	.	0.1	-2.8	-1.0	2.9
31	-12.9	0.9	-2.3	-1.1	21.1
32	.	-0.5	0.6	-0.4	4.2

# Next section
No.	SMILES	Keap1 Nrf2 FP	dFosB activator	Mot1-301 SUMO	RTF Ca sens act	Cardiac RTF inh	PvdQ inh
33	c1ccc2c(Oc3ccc4c(c3)OCO4)nncc2c1	-0.4	2.6	-10.9	0.2	5.8	-10.2
34	CN(C)Cc1c(O)ccc2occ(C(=O)c3ccc(F)cc3)c12	-0.3	-8.2	68.5	10.6	-4.9	-8.5
35	CCOC(=O)N1CCN(C(=O)C(C)SCc2ccccc2)CC1 (centres undefined)	-4.9	-6.4	-8.3	-3.9	-7.2	-14.1
36	Clc1ccccc1N=Nc1ccccn1	14.4*	-8.8	.	24.4	-48.9	-14.5
37	N#Cc1ccc(C(=O)Nc2cccc3ncccc23)c(F)c1	-5.8	-3.1	6.5	3.5	3.4	-5.4
38	CN(C(=O)C=Cc1ccco1)c1ccccc1	-3.1	4.9	.	-1.0	-4.0	3.2
39	COc1ccc(CCC(=O)Nc2ccc(N3CCOCC3)c(S(=O)(=O)Nc3ccc(OC)cc3)c2)cc1	3.4	0.3	.	-5.7	-1.9	-8.7
40	COc1cccc(CNC(=O)CCc2nnc3ccc(NCCCN4CCCC4=O)nn23)c1	0.7	-10.1	-3.2	-3.9	-10.4	3.8

No.	PfHsp90 yeast 2	CDK5 p35 inh	C-LANA FP	NSD2 HMT inh	Rtt109 Vps75
33	0.9	-0.3	0.9	3.3	-4.1
34	14.8	0.0	0.3	1.2	-0.4
35	-13.8	-0.1	-0.8	-0.3	-1.0
36	-2.2	1.0	28.4	.	-0.7
37	-0.3	-2.5	2.3	-4.3	9.6
38	-7.3	0.1	2.0	-0.2	-17.2
39	0.5	0.5	-1.0	-3.0	7.9
40	-11.8	-1.1	-2.0	0.3	14.1

# An excerpt from above, limited to Cardiac RTF inh, CDK5 p35 inh and Mot1-301 SUMO.
no. | canonical_smiles | Cardiac RTF inh | CDK5 p35 inh | Mot1-301 SUMO
35 | CCOC(=O)N1CCN(C(=O)C(C)SCc2ccccc2)CC1 (centres undefined) | -7.2 | -0.1 | -8.3
36 | Clc1ccccc1N=Nc1ccccn1 | -48.9 | 1.0 | .
37 | N#Cc1ccc(C(=O)Nc2cccc3ncccc23)c(F)c1 | 3.4 | -2.5 | 6.5
